# High-throughput results as filed in PubChem BioAssay.
# KCNK3 inh – human KCNK3 channel inhibition, primary screen. CHO-KCNK3 thallium flux, FluxOR fluorescence; stronger effect = lower value. B-score at 10 µM. 0.84% of 340,000 active. AID 602410;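 active = B-score under library mean minus 4 SD, starting fluorescence ratio at most library mean plus 5 SD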;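 also: more negative B-score means stronger inhibition of thallium flux through KCNK3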
# Dyrk1A ADPGlo – inhibitors of rat Dyrk1A kinase | ADP-Glo luminescence, NFATc1 peptide | inhibition, % at 12.5 µM | 0.43% of 310,000 active; in the data active = inhibition above about 50%;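 also: plate controls were vehicle with enzyme for no effect and no enzyme for full effect; many of its hits are not listed in these tables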
# KCNQ1 block – inhibitors of human KCNQ1 potassium channel; B-score at 10 µM; CHO-K1 KCNQ1, FluxOR thallium flux fluorescence; stronger effect = higher value; 1.3% of 310,000 active;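 active = compounds whose thallium flux B-score, printed positive for inhibition, exceeds three library SD while starting fluorescence stays within three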;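 also: channel opened by potassium depolarization with thallium stimulus after 20 min compound exposure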
# hERG protect – hERG (human) protection from proarrhythmic block; Q12809; CHO-hERG, FluxOR thallium flux, dofetilide IC70 present; activation (rescue from dofetilide block), less the hit threshold, % at 10 µM; 0.51% of 310,000 active;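 active = activation above the mean of controls blocked by dofetilide plus 5 SD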;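 also: thallium influx through hERG after potassium depolarization seen as dye fluorescence rise; in these data hits start at about 4.7%; inactives centre near -7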
# GSK3 alpha inh – blocks human GSK-3 alpha kinase; AID 2650; inhibition, % at 10 µM; ADP-Glo luminescence, 60 min; P49840; 0.1% of 320,000 active;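 in the data active = inhibition above about 50%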;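 also: GST-tagged GSK-3 alpha with peptide substrate and 25 µM ATP; 0% = DMSO neutral wells and 100% = GW8510 positive control wells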
# Target sequence (P49840 whole entry, looked up): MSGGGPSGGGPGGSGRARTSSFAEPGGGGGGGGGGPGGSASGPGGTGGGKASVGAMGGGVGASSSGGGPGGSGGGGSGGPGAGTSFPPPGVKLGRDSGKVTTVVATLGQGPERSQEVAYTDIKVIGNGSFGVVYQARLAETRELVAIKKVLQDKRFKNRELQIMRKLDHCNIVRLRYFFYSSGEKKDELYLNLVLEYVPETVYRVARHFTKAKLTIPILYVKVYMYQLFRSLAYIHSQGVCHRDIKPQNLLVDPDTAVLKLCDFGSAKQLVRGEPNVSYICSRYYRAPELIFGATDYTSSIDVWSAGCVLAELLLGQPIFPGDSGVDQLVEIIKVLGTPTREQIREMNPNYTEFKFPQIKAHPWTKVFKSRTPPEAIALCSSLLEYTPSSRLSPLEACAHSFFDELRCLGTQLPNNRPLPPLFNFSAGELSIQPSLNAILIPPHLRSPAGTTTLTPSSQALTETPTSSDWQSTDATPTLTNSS
# KCNQ1 pot – potentiates or activates the human KCNQ1 potassium channel. CHO-K1 KCNQ1, thallium flux FluxOR fluorescence; stronger effect = higher value. B-score at 10 µM. 0.35% of 310,000 active. AID 2648;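 active = fluorescence ratio B-score, a plate-corrected score, at least three library SD, with initial intensity B-score within 5 SD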
#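 Schedule – 37 °C overnight plating, 90-min dark dye load, 20-min compound pretreatment · System – stable KCNQ1 CHO-K1 line · Probe or stimulus – thallium- and potassium-containing depolarizing buffer · Measured by – kinetic FluxOR fluorescence, 10 s baseline plus 110 s post-stimulus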
# RGS4 pot – RGS4 potentiation or activation; HEK293 M3R/inducible RGS4, carbachol calcium flux Fluo4; stronger effect = lower value; B-score at 10 µM; 0.92% of 310,000 active;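 active = B-score of the integrated calcium signal more than 4 SD below the library mean, with starting fluorescence not abnormally high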;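 also: negative B-score means reduced calcium response which marks RGS4 activation or potentiation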
#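 Test system: HEK293 cells with stable M3R and inducible RGS4; also added: carbachol at ECmax as muscarinic agonist stimulus; schedule: dye loading 30 min 37 °C, buffer rest 30 min RT; technique: kinetic calcium fluorescence imaging with Fluo4-AM dye, 2 µM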
# GSK3beta inhib – human GSK3beta kinase inhibition. AID 2097. GST-GSK3beta kinase, ADP-Glo luminescence, 60 min; stronger effect = lower value. 0.038% of 300,000 active. activity score (negative = inhibition), % at 10 µM. P49841;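 active = more than half of replicate wells score below -50%, meaning over 50% inhibition versus plate controls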;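 also: 0% = median DMSO wells and -100% = median GW8510 positive control wells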
# Target sequence (P49841 whole entry, looked up): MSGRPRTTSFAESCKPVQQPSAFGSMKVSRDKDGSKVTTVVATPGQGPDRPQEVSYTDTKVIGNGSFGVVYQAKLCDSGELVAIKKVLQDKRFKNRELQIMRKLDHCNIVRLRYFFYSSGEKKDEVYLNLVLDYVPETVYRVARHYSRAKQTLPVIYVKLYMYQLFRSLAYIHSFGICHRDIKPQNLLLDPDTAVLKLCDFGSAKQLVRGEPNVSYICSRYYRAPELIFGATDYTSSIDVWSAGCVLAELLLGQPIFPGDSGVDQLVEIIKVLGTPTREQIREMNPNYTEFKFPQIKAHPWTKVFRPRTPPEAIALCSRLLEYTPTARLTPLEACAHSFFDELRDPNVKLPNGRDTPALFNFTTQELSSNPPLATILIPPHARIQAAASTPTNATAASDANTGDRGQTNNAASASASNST
#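 test system = GST-tagged human GSK3beta kinase, cell-free | reagent = 25 µM ATP with peptide substrate | dosing = one dose of 10 µM per compound | schedule = 60 min reaction, RT | detection = luminescent ADP-Glo measurement of ADP formed | control set = DMSO neutral wells and GW8510 at 20 µM as positive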
# RGS4 block – human RGS4 inhibition; P49798; HEK293 M3R/RGS4 inducible, Fluo-4 calcium flux; stronger effect = higher value; triggered by carbachol at its EC20; B-score at 10 µM; 0.45% of 310,000 active; AID 463165;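 active = B-score, a plate-corrected calcium signal, over three deviations above library mean, with baseline fluorescence within five deviations of library mean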;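 also: RGS4 expression induced by doxycycline in cells with stable M3 receptor; B-score is computed from the integrated fluorescence ratio over baseline after carbachol; higher B-score means a larger calcium signal and so more RGS4 inhibition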
# PolyA inh – yeast polyadenylation inhibition; S. cerevisiae SKY197-pL101 polyadenylation reporter, beta-gal luminescence; efflux-impaired pdr1/pdr3 knockout yeast; score 100 = 6 SD above DMSO; calls only at 12 µM; 0.02% of 300,000 active; AID 1875;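 active = lowest replicate activity score at least 50, where 100 means six control SD above control mean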;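 also: yeast exposed to compound for 9 h at 30 °C; higher score means more reporter readthrough which indicates perturbed polyadenylation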
# KCNK9 inh – blocks the human KCNK9 two-pore domain potassium channel | Q9NPC2 | HEK293 KCNK9, FluxOR thallium flux fluorescence; stronger effect = lower value | B-score at 10 µM | 1.2% of 310,000 active | AID 488922;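 active = ratio B-score over 3 SD below the library mean, with starting fluorescence within 5 SD of its mean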;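 also: negative B-score means less thallium flux so channel inhibition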
# * = called active by the depositor; i = inactive; · = no result given. A portion of the library; the hit share may differ from the screen's.
canonical_smiles	KCNK3 inh	Dyrk1A ADPGlo	KCNQ1 block	hERG protect	GSK3 alpha inh	KCNQ1 pot	RGS4 pot	GSK3beta inhib	RGS4 block	PolyA inh	KCNK9 inh
CN1CCC2(CC1)CC(NC=O)c1ccccc1O2 (stereo not given)	i	-2.6	i	-5.8	-1.1	i	i	2.3	i	i	i
OC(c1ccc(F)cc1)(c1ccc(F)cc1)[C@@H]1CCCN1	i	5.7	i	-6.9	3.1	i	i	0.5	i	i	i
CN(C)P(=NC(=S)c1cccn1C)(N(C)C)N(C)C	i	0.3	i	-2.1	1.8	i	i	-4.0	i	i	i
O=C1NC(=S)NC(=O)C1C/C=C/c1ccccc1	i	1.6	i	1.6	-6.0	i	i	-2.6	i	i	i
Cn1c(CN2CCN(C(=O)COc3ccccc3)CC2)nc2cc([N+](=O)[O-])ccc21	i	-4.3	i	-7.5	-3.4	i	i	0.5	i	i	i
COc1cc2[nH]c(=S)n(-c3ccccc3)c(=O)c2cc1OC	i	0.0	i	-4.0	0.4	i	i	0.1	i	i	i
CCOP(=O)(Cc1ccccc1)OCC	i	6.9	i	-7.6	-2.2	i	i	1.3	i	i	i
CSc1ccccc1C(=O)C1CCCN(Cc2ccncc2)C1 (stereo not given)	i	-5.1	i	-8.1	0.9	i	i	2.9	i	i	i
c1ccc(NC2=NCCS2)cc1	i	-2.2	i	-9.9	2.5	i	i	-2.9	i	i	i
CCc1cc2c(N3CCN(C)CC3)ncnc2s1	i	7.0	i	-3.6	-2.9	i	i	1.4	i	i	i
COc1ccc(-n2c(O)c(/C=C3\C=Nc4ccc(Br)cc43)c(=O)[nH]c2=O)cc1	i	-2.2	i	-4.8	-0.7	i	i	5.0	i	i	i
COc1cc(CN2C(=O)NC(=O)C3(Cc4cc(C)ccc4N(C)C3)C2=O)cc(OC)c1 (stereo not given)	i	1.1	i	-8.8	2.8	i	i	-1.0	i	·	i
COc1cccc(CCNCc2c(F)cccc2F)c1	i	-2.3	i	-2.5	-3.3	i	i	-0.1	i	i	i
O=C(Cn1c(=O)n(CC2CS2)c2ccccc21)N1CCCCCC1 (stereo not given)	i	·	i	-11.8	-0.3	i	i	-0.2	i	i	i
O=C(N/N=C/c1c(O)n(CCC2=CCCCC2)c(=S)[nH]c1=O)c1ccccc1	i	-3.5	i	-19.0	-1.3	i	i	1.2	i	i	i
CN1C(=O)CN=C(c2ccc(Cl)cc2)c2cc(Cl)ccc21	i	15.2	i	-5.8	-0.6	i	i	2.9	i	i	i
CCN1CCc2ccccc2C1	i	-1.7	i	-5.2	·	i	i	0.6	i	i	i
COC(=O)C1=C(c2cc3ccccc3o2)C[C@@H]2CC[C@H]1N2C(=O)NC1CCCCC1	i	-2.7	i	0.2	0.4	i	i	-2.5	i	i	i
CCN(CC)C(=O)c1ccc(N(Cc2ccccc2)S(C)(=O)=O)cc1	i	-4.3	i	1.6	0.4	i	i	-4.5	i	i	i
CCC1(c2ccc(N)cc2)CCC(=O)NC1=O (stereo not given)	i	-1.9	i	-6.3	4.6	i	i	1.2	i	i	i
OC1(c2ccccc2)CCNC2CCCCC21 (stereo not given)	i	-2.4	i	-8.6	-2.3	i	i	·	i	i	i
CCOP(=O)(OCC)c1ccc(OP(=O)(c2cccc([N+](=O)[O-])c2)c2cccc([N+](=O)[O-])c2)cc1	i	-3.8	i	-8.3	-0.5	i	i	-0.2	i	i	i
Cc1ccc(CC2C(=O)N(C)C(=O)N(C)C2=O)s1	i	-7.4	i	-11.4	0.1	i	i	7.0	i	i	i
COC(=O)C1=C(c2cccc(OC)c2OC)C[C@@H]2CC[C@H]1N2C(=O)NCCO	i	0.2	i	-4.5	3.9	i	i	2.4	i	i	i
Cc1nc2ccccc2c(=O)n1-c1cc(F)ccc1F	i	·	i	-12.4	-0.5	i	i	·	i	i	i
C=CCN1C(=O)NC(=O)/C(=C\c2ccc(-c3ccccc3[N+](=O)[O-])o2)C1=O	i	-0.7	i	-9.6	·	i	i	-20.5	i	i	i
O=C(COc1ccccc1)N1CCN(CC2CC3C=CC2C3)CC1 (stereo not given)	i	-1.7	i	-3.0	-6.3	i	i	-0.9	i	i	i
Cc1ccsc1C(=O)C1CCCN(Cc2cn(C)nc2C)C1 (stereo not given)	i	-1.8	i	-14.9	-1.5	i	i	0.9	i	i	i
Oc1ccc(C[C@H]2NCCc3cc(O)c(O)cc32)cc1O	i	3.4	i	-3.5	-2.2	i	i	-3.1	i	i	i
COc1ccc(C(=O)CC2C(=O)N(C)C(=O)N(C)C2=O)cc1	i	-1.3	i	-3.5	-6.1	i	i	-0.3	i	·	i
Cc1nn(Cc2ccccc2Cl)c(C)c1C(=O)OCC(=O)NC1CCCC(C)C1C (stereo not given)	i	-2.9	i	-3.6	-3.1	i	i	-1.1	i	i	i
COc1ccc(N2CCN(CCCN)CC2)cc1	i	2.8	i	-1.9	1.0	i	i	-1.7	i	i	i
CC(=O)O[C@@]12CO[C@@H]1C[C@@H](O)[C@@]1(C)C(=O)[C@H](O)C3=C(C)[C@@H](OC(=O)[C@H](O)[C@@H](NC(=O)c4ccccc4)c4ccccc4)C[C@@](O)([C@@H](OC(=O)c4ccccc4)C12)C3(C)C (stereo not given in full)	i	-2.2	i	-7.4	1.9	i	i	2.3	i	i	i
CC(C)c1ccc(-n2c(O)c(/C=N/NC(=O)c3ccncc3)c(=O)[nH]c2=O)cc1	i	-2.5	i	-7.9	1.1	i	i	0.6	i	i	i
O=C(O)CNC1c2ccccc2CSc2ccccc21 (stereo not given)	i	·	i	-6.8	-2.0	i	i	1.4	i	i	i
O=c1c2ccc(Cl)cc2[nH]c(=S)n1-c1cccnc1	i	-1.1	i	1.9	0.8	i	i	-1.4	i	i	i
Cc1cc(OCc2cc(C(=O)O)oc2C)c2c3c(c(=O)oc2c1)CCCC3	i	6.1	i	-10.6	26.1	i	i	0.3	i	i	i
C=CCn1c(O)c(C(=O)CCCCCC)c(=O)[nH]c1=O	i	0.6	i	-2.1	0.4	i	i	0.8	i	i	i
O=C1CC(N2CCC(n3c(=O)[nH]c4ccccc43)CC2)C(=O)N1c1ccc(F)cc1 (stereo not given)	i	2.5	i	-9.7	0.6	i	i	1.7	i	i	i
O=C1C(=O)c2ccccc2-c2ccccc21	i	48.5	i	-3.8	-2.6	i	i	5.6	i	i	i
Cc1ccc(C)c(NP(=O)(Oc2ccccc2)Oc2ccccc2)c1	i	2.0	i	-3.2	-1.0	i	i	0.5	i	i	i
O=C(O)Cn1cc(/C=C2\C(=O)NC(=O)N(c3ccc(Br)cc3)C2=O)c2ccccc21	i	-6.7	i	-9.8	-3.0	i	i	4.3	i	i	i
Cc1ccc(Cn2ccccc2=N)cc1	i	-2.9	i	-6.8	-1.0	i	i	2.2	i	i	i
O=C(C1CC(c2ccc(F)cc2)=NO1)N1CCC2(CC1)OCCO2 (stereo not given)	i	7.1	i	-14.9	0.3	i	i	-1.1	i	i	i
CCN(CC)c1ccc(/C=C2\C(=O)NC(=O)N(CC3CCCO3)C2=O)cc1 (stereo not given)	i	-3.0	i	-9.1	-0.7	i	i	0.5	i	i	i
CN(C)C1(CNC(=O)c2ccc(Cl)c(S(=O)(=O)NCc3ccco3)c2)CCCCC1	i	-5.6	i	-12.2	-1.3	i	i	2.9	i	i	i
COc1ccccc1N1CCN(Cc2c(F)cccc2Cl)CC1	i	3.6	i	-10.2	-1.6	i	i	2.9	i	i	i
Fc1cccc(F)c1CN1CCN(Cc2c(F)cccc2F)CC1	i	0.1	i	-7.0	0.0	i	i	·	i	i	i
FC(F)=C(F)CCSc1ncn[nH]1	i	-0.4	i	-19.6	0.4	i	i	0.0	i	i	i
Cc1c(C(=O)c2ccccc2)c2ccccc2n1C	i	3.6	i	-11.5	-0.2	i	i	-3.2	i	i	i
Cc1cc(Cl)nc(N)n1	i	-1.2	i	-7.8	4.0	i	i	3.6	i	i	i
Cc1cc(/C=C2/C(=O)NC(=O)N(c3ccccc3)C2=O)c(C)n1-c1ccc(F)cc1	i	-1.2	i	-8.1	-3.2	i	i	-4.5	i	i	i
CCOc1ccc2nc(N=Nc3c(O)[nH]c(=S)[nH]c3=O)sc2c1	i	4.8	i	-8.5	-9.8	i	i	-0.5	i	i	i
CCc1nn(CC(=O)N2CCC3(CC2)OCCO3)c(=O)c2cc3ccccc3n12	i	5.8	i	-4.2	-2.3	i	i	-0.9	i	i	i
O=[N+]([O-])c1ccc(N2CCCCCC2)c2ncccc12	i	18.8	i	-4.4	-3.0	i	i	-3.8	i	i	-7.66*
CC12CN3C(O)C(C)(C1)CC(C)(C2)C3O (stereo not given)	i	3.8	i	-2.1	-2.6	i	i	2.8	i	i	i
C=CCn1c(O)c(C=NCCCOc2ccc(CC)cc2)c(=O)[nH]c1=S	i	11.2	i	-1.5	0.1	i	i	2.7	i	i	i
Cc1ccc(C2CN(C)CC2C(=O)c2ccc(F)cc2)cc1 (stereo not given)	i	-11.4	i	-2.5	-2.7	i	i	1.7	i	i	i
C=CCn1c(O)c(/C(C)=N/NC(=S)Nc2ccccc2)c(=O)[nH]c1=O	i	5.5	i	-16.0	-3.7	i	i	4.4	i	i	i
Cc1ccc2c(c1)C1CN(C)CCC1N2C(=O)c1cccs1 (stereo not given)	i	1.5	i	-8.8	1.8	i	i	1.2	i	i	i

# Copied from the list:
# Cn1c(CN2CCN(C(=O)COc3ccccc3)CC2)nc2cc([N+](=O)[O-])ccc21 in GSK3 alpha inh shows -3.4
# Cc1nc2ccccc2c(=O)n1-c1cc(F)ccc1F in hERG protect shows -12.4
